POLK inh: inhibitors of human DNA polymerase kappa; purified Pol kappa, fluorescent DNA synthesis assay, 10 min; Potency, µM (doses to about 107 µM), for the others: at the top dose activity, negative = inhibition, hits mostly inhibitors; AID 588579; Q9UBT6; 400,000 compounds, 0.53% hits; also: potency is read from the fitted curve at half-maximal effect; % is scaled to controls: 0 for no effect and ±100 for the full control effect
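Activity was followed as the change in fluorescence between reads at 0 and 10 min after starting the reaction with 50 nM substrate. Beforehand, 10 nM polymerase had been preincubated with compound for 15 min at room temperature.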
Pol beta inh: inhibitors of human DNA polymerase beta; P06746; 340,000 compounds, 1.3% hits; AID 485314; Potency, µM (doses to about 114 µM), for inactives: at the highest dose activity change, negative = inhibition, hits mostly inhibitors; Pol beta primer extension/strand displacement, fluorescence kinetic; also: potency is read from the fitted curve at half-maximal effect; % is scaled to controls: 0 for no effect and ±100 for the full control effect
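Preincubation: enzyme (10 nM) with compound, 15 min, RT. Reaction: substrate added to 50 nM final. Reads: 0 and 10 min. Analysis: normalized, Hill fit.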
Pol iota inh: DNA polymerase iota (human) inhibition; Pol iota fluorescent replication assay, 10 min; Potency, µM (series often up to 115 µM), inactives show top-dose activity, negative = inhibition, most hits filed as inhibitors; 390,000 compounds, 1% hits; also: potency is read from the fitted curve at half-maximal effect
Target sequence (Q9UNA4 whole entry, looked up): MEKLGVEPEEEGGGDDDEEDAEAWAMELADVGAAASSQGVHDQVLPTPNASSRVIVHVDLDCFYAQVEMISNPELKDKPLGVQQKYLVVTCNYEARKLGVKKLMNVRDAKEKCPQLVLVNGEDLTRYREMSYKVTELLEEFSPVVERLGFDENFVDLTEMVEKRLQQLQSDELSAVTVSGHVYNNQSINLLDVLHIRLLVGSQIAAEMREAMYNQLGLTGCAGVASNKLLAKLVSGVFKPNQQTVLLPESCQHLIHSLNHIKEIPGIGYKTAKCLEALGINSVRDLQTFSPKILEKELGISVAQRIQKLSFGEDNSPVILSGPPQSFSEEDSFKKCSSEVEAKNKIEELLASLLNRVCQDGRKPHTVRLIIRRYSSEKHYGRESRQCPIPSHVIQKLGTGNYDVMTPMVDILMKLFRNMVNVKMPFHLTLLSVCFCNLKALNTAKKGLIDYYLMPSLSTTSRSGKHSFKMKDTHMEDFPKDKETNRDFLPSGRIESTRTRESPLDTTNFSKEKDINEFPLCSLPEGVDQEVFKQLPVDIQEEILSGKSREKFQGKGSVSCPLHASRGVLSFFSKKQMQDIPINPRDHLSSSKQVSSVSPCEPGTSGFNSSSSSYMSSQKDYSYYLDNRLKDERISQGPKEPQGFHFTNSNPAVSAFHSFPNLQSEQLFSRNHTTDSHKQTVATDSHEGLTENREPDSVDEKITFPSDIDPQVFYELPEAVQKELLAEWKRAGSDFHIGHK
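Fluorescent replication assay read twice, at 0 min and 10 min after adding 50 nM (final) substrate. Enzyme (10 nM) and compounds were first incubated 15 min at room temperature; enzyme-free buffer wells were negative controls.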
LDHA block: blocks human lactate dehydrogenase A. P00338. purified LDHA, NADH/diaphorase-resazurin fluorescence; active compounds read low. activity change, % (values are at about 110 or 230 µM). 480,000 compounds, 0.15% hits. AID 1347041; in the data active = activity change below about -30%; inconclusive = mostly about -25% to -30%;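 also: plate controls were DMSO wells for no effect and wells without enzyme for full effect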
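Remaining NADH was detected by diaphorase (0.133 mg/mL) converting 37 µM resazurin to fluorescent resorufin, read at 0 and 20 minutes. The preceding 5-minute room-temperature reaction used 2 nM LDHA, 0.2 mM sodium pyruvate and 0.06 mM NADH at pH 7.4.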
Glioma ERSR ind: induces the endoplasmic reticulum stress response in human glioma cells | Potency, µM, for the others: at the top dose activation, hits mostly activators | AID 602332 | U87-MG GRP78 promoter luciferase reporter, 16 h | 420,000 compounds, 0.02% hits; also: potency is read from the fitted curve at half-maximal effect; series mostly up to about 76 µM; % of control where 0% means no effect; nearly all actives have a fitted effect of over 35% in size
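Stably transfected U87-MG human glioma cells carrying a GRP78-based luminescent sensor were seeded at 1000 cells/well, pin-dosed with compounds and incubated 16 h. Luciferase reagent was then added, and end-point luminescence was read after 10 min at room temperature.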
Anesthetic bind: binds horse apoferritin like a general anesthetic | P02791 | Potency, µM (titrated, usually from 77.5 µM), inactives show at the top dose activity change, negative = displacement, actives largely listed as inhibitors | 350,000 compounds, 0.074% hits | apoferritin/1-aminoanthracene competitive binding, fluorescence; also: potency is read from the fitted curve at half-maximal effect; % is scaled to controls: 0 for no effect and ±100 for the full control effect; nearly all actives have a fitted effect of over 20% in size
Target sequence (P02791 2-175 limits assumed): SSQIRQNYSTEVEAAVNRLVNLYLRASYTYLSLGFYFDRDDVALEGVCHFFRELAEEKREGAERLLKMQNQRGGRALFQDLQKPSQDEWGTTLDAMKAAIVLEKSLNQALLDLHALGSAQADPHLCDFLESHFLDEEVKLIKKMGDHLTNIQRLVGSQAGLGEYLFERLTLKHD
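Concentration-response curves derived by four-parameter Hill fitting of normalized fluorescence, where compounds displaced 1-AMA from 10 uM horse apoferritin following a brief 10 min room-temperature incubation; propofol titration acted as positive control.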
BLM inh: Bloom syndrome helicase (human) inhibition; Potency, µM (highest dose often 56.1 µM), inactives show at the top dose activity change, negative = inhibition, hits mostly inhibitors; recombinant BLM DNA unwinding, fluorescence dequenching; 350,000 compounds, 0.2% hits; P54132;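 also: potency is read from the fitted curve at half-maximal effect; plate controls were vehicle for no effect and no enzyme for full effect; nearly all actives have a fitted effect of over 35% in size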
POLH inh: inhibitors of human DNA polymerase eta | Q9Y253 | recombinant Pol eta, fluorescent DNA replication assay | Potency, µM (series often up to 114 µM), for inactives: at the top dose activity change, negative = inhibition, hits mostly inhibitors | 390,000 compounds, 1.2% hits | AID 588591; also: potency is read from the fitted curve at half-maximal effect; % is scaled to controls: 0 for no effect and ±100 for the full control effect
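Fluorescent replication assay: 50 nM final substrate added after a 15 min room-temperature compound preincubation with 10 nM enzyme. Signal taken at 0 min and again at 10 min.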
APE1 inh: inhibitors of human APE1 endonuclease; 350,000 compounds, 0.35% hits; recombinant APE1, TAMRA/BHQ-2 abasic DNA cleavage fluorescence; Potency, µM (top dose mostly 65.8 µM), for inactives: at the highest dose activity change, negative = inhibition, hits mostly inhibitors;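 also: potency is read from the fitted curve at half-maximal effect; plate controls were vehicle for no effect and reference inhibitor for full effect; nearly all actives have a fitted effect of over 55% in size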
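APE1 at 0.75 nM preincubated 15 min at room temperature with compound. Reaction then started with 50 nM double-stranded THF-abasic substrate labelled with TAMRA/BHQ-2, and 525/598 nm fluorescence read kinetically. Activity taken as third-minus-first read difference, normalized to DMSO and NSC13755 controls.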
* hit, by the source's call; & = joins results of further samples; [ ] = dose if it differs, or a comment. Unless noted, calls follow the shape of the dose curve; as a rule, active = well fitted curve in the direction sought with a large enough effect; inconclusive = small, poorly fitted or top-dose-only effect, or another doubt; inactive = no such curve, though single readings can be large; an effect the other way counts as inactive or inconclusive. A portion of the library; count on the stated rates, not on these rows.

Screening Nn1cc(-c2ccccc2)nc1SCC(=O)NC1CCS(=O)(=O)C1 (stereo unspecified) returned POLK inh -10%, Pol beta inh -5%, Pol iota inh 4%, LDHA block 2, Glioma ERSR ind -3%, Anesthetic bind -6%, BLM inh 1%, POLH inh 2% and APE1 inh 2%.
For CCCc1cc(C(=O)O)c2ccccc2n1 the results were POLK inh -2%, Pol beta inh -26%, Pol iota inh 36%[activator], LDHA block -5, Glioma ERSR ind -1%, Anesthetic bind 0%, BLM inh 3%, POLH inh 0% and APE1 inh 2%.
COc1ccc(CCNC(=O)c2nnn(-c3cc(C)cc(C)c3)c2N)cc1OC was read as POLK inh -12%, Pol beta inh 4%, Pol iota inh -2%, LDHA block -9, Glioma ERSR ind -3%, Anesthetic bind -11%, BLM inh -2%, POLH inh -19% and APE1 inh -1%.
For Cc1noc(C)c1COc1cccc(C(=O)Nc2cccnc2)c1 the results were POLK inh 2%, Pol beta inh -2%, Pol iota inh 64%[activator], LDHA block -1, Glioma ERSR ind -2%, Anesthetic bind -3%, BLM inh -5%, POLH inh -15% and APE1 inh -4%.
For Cc1c(NC(=O)c2cccc(NC(=O)COc3ccccc3C#N)c2)c(=O)n(-c2ccccc2)n1C the results were POLK inh -18%, Pol iota inh 17%, LDHA block 3, Glioma ERSR ind -13%, POLH inh 0% and APE1 inh -1%.
`CCC(Sc1nc2ncccc2o1)C(=O)Nc1ccc(OC)c(OC)c1` (stereo unspecified) gave POLK inh 6%, Pol beta inh 15%, Pol iota inh 32%[activator], LDHA block 0, Glioma ERSR ind 3%, Anesthetic bind -2%, BLM inh -1% and POLH inh -11%.
`CCCSc1nnc(C(C)C)n1N` gave POLK inh -4%, Pol beta inh 16%, Pol iota inh 2%, LDHA block -8, Glioma ERSR ind -3%, Anesthetic bind -7%, BLM inh 3%, POLH inh -13% and APE1 inh 7%.
Screening COc1ccc(-c2nn(C)c3sc(C(=O)N4CCN(c5cccc(Cl)c5)CC4)cc23)cc1OC returned POLK inh -2%, Pol beta inh 8%, Pol iota inh 24%, LDHA block 2, Glioma ERSR ind 0%, Anesthetic bind -2%, BLM inh -9% and POLH inh -17%.
O=C(CCC(=O)Nc1cccc(C(F)(F)F)c1)NCC1CCCO1 (stereo unspecified) was read as POLK inh -21%, Pol beta inh 23%, Pol iota inh -14%, LDHA block -5, Glioma ERSR ind -1%, Anesthetic bind -2%, BLM inh -3%, POLH inh -15% and APE1 inh 29%.
For CCOC(=O)N1CCN(C/C(Cl)=C/c2ccccc2)CC1 the results were POLK inh -10%, Pol beta inh 7%, Pol iota inh 96%[activator], LDHA block -22, Glioma ERSR ind 4%, Anesthetic bind -1%, BLM inh -12%, POLH inh -18% and APE1 inh 5%.

Filtered by structure: the compounds so far containing a Cl atom.
Screening COc1ccc(-c2nn(C)c3sc(C(=O)N4CCN(c5cccc(Cl)c5)CC4)cc23)cc1OC returned POLK inh -2%, Pol beta inh 8%, Pol iota inh 24%, LDHA block 2, Glioma ERSR ind 0%, Anesthetic bind -2%, BLM inh -9% and POLH inh -17%.
For CCOC(=O)N1CCN(C/C(Cl)=C/c2ccccc2)CC1 the results were POLK inh -10%, Pol beta inh 7%, Pol iota inh 96%[activator], LDHA block -22, Glioma ERSR ind 4%, Anesthetic bind -1%, BLM inh -12%, POLH inh -18% and APE1 inh 5%.

Carrying on.
CCCCc1nc(N2CCN(C(=O)c3ccco3)CC2)c(C#N)c2c1CCCC2 was read as POLK inh -16%, Pol beta inh 1%, Pol iota inh 34%[activator], LDHA block 3, Glioma ERSR ind 13%, Anesthetic bind -6%, BLM inh -9%, POLH inh -12% and APE1 inh 36%.
For CCN1CC(CN(C)Cc2nc(-c3ccc(C(F)(F)F)cc3)oc2C)CC1=O (stereo unspecified) the results were POLK inh -10%, Pol beta inh 15%, Pol iota inh 51%[activator], LDHA block -1, Glioma ERSR ind -2%, Anesthetic bind -20%, BLM inh -4%, POLH inh -7% and APE1 inh -3%.
For CCC1CCCCN1CCN1C(=O)C2C(C(=O)Nc3cccc(OC)c3)C3C=CC2(O3)C1C(=O)NC1CCCCC1 (stereo unspecified) the results were POLK inh -8%, Pol beta inh 54%, Pol iota inh 32%[activator], LDHA block -2, Glioma ERSR ind -4%, Anesthetic bind -1%, BLM inh 0%, POLH inh -5% and APE1 inh 15%.
Screening Fc1ccccc1CN1CCC(Cc2ccccc2)CC1 returned POLK inh -4%, Pol beta inh -12%, Pol iota inh 47%[activator], LDHA block -11, Glioma ERSR ind 0%, Anesthetic bind -9%, BLM inh 0%, POLH inh -11% and APE1 inh 3%.
For Cc1nc([N+](=O)[O-])c(C(=O)OCc2ccccc2)n1C the results were POLK inh -2%, Pol beta inh 7%, Pol iota inh -3%, LDHA block -5, Glioma ERSR ind -2%, Anesthetic bind -6%, BLM inh -6%, POLH inh -4% and APE1 inh 6%.
For CC(NC(=O)c1cc([N+](=O)[O-])cc([N+](=O)[O-])c1)C1CC2CCC1C2 (stereo unspecified) the results were POLK inh -9%, Pol beta inh 31%, Pol iota inh inconclusive, LDHA block 5, Glioma ERSR ind -2%, Anesthetic bind 5%, BLM inh -4%, POLH inh -1% and APE1 inh 1%.
For CCOC(=O)C1(Cc2cccc(Cl)c2)CCCN(C(=O)c2cc(CC)on2)C1 (stereo unspecified) the results were POLK inh -12%, Pol beta inh 2%, Pol iota inh 23%, LDHA block -5, Glioma ERSR ind 2%, Anesthetic bind -12%, BLM inh -4%, POLH inh -16% and APE1 inh 57%[activator].
For O=C(COc1ccccc1)Nc1c2c(nn1-c1ccccc1)CS(=O)C2 (stereo unspecified) the results were POLK inh -18%, Pol beta inh 3%, Pol iota inh 30%[activator], LDHA block -7, Glioma ERSR ind -7%, Anesthetic bind -7%, BLM inh -1%, POLH inh -12% and APE1 inh 55%[activator].
For O=C(Nc1ccc2nc3n(c(=O)c2c1)CCCC3)c1ccccc1[N+](=O)[O-] the results were POLK inh -12%, Pol beta inh -23%, Pol iota inh 136%[activator], LDHA block -8, Glioma ERSR ind 0%, Anesthetic bind -8%, BLM inh 1%, POLH inh -7% and APE1 inh -3%.
For O=C(Oc1ccc(Br)cc1)c1cncc(Br)c1 the results were POLK inh -6%, Pol beta inh -7%, Pol iota inh 2%, LDHA block -15, Glioma ERSR ind -2%, Anesthetic bind -21%, BLM inh -3%, POLH inh 0% and APE1 inh 2%.
COC(=O)c1[nH]c2cc(OC)ccc2c1NC(=O)CCN1CCCC(C)(C)C1 was read as POLK inh -3%, Pol beta inh 31%, Pol iota inh -13%[58.9 µM], LDHA block -3, Glioma ERSR ind -4%, Anesthetic bind -14%, BLM inh -9%, POLH inh -16% and APE1 inh -2%.
Screening CC(C)CCNC(=O)CNC(=S)N(Cc1ccccc1)Cc1cccnc1 returned POLK inh -4%, Pol beta inh 17%, Pol iota inh 172%[activator], LDHA block -4, Glioma ERSR ind -4%, Anesthetic bind -4%, BLM inh 1%, POLH inh -18% and APE1 inh 4%.
For COc1ccc(N(CC(=O)N2CCN(c3ccccc3F)CC2)S(=O)(=O)c2c(C)noc2C)cc1 the results were POLK inh -2%&-14%, Pol beta inh 10%&-2%, Pol iota inh 50%&16%[activator], LDHA block 1&-7, Glioma ERSR ind -6%&-2%, Anesthetic bind -4%&5%, BLM inh -2%&-2%, POLH inh -20%&-18% and APE1 inh 17%.
For N#C/C(=C(/O)c1ccco1)c1nc2ccccc2s1 the results were POLK inh -20%&-16%, Pol beta inh -14%&16%, Pol iota inh 53%&-3%[activator], LDHA block -14&-9, Glioma ERSR ind 5%&-7%, Anesthetic bind inconclusive, BLM inh -10%&-2%, POLH inh 15%&0% and APE1 inh 4%&-10%.
`COc1c(C)cc(C(=O)C2CCCN(C(=O)CCCn3cncn3)C2)cc1C` (stereo unspecified) gave POLK inh 14%, Pol beta inh 9%, Pol iota inh 18%, LDHA block 0, Glioma ERSR ind -6%, Anesthetic bind 8%, BLM inh -2%, POLH inh -3% and APE1 inh 0%.
For CC(=O)c1ccc(NC(=O)CSc2nc(C3CC3)nc3ccccc23)cc1 the results were POLK inh -4%, Pol beta inh 11%, Pol iota inh 27%, LDHA block -12, Glioma ERSR ind -9%, Anesthetic bind -9%, BLM inh -8%, POLH inh 3% and APE1 inh 28%.
Screening O=C(NC1CCCCC1)C(Cc1ccccc1)N1C(=O)C2C3CCC(C3)C2C1=O (stereo unspecified) returned POLK inh -6%, Pol beta inh 42%, Pol iota inh 16%, LDHA block -2, Glioma ERSR ind -2%, Anesthetic bind -15%, BLM inh 0%, POLH inh -6% and APE1 inh 0%.
Screening O=C(CCN1C(=O)COc2ccccc21)N1CCN(c2ccccn2)CC1 returned POLK inh 2%, Pol beta inh -3%, Pol iota inh 22%, LDHA block -7, Glioma ERSR ind -3%, Anesthetic bind -13%, BLM inh 2%, POLH inh -10% and APE1 inh -10%.

Quoted at random: 2 compounds from above
`COc1c(C)cc(C(=O)C2CCCN(C(=O)CCCn3cncn3)C2)cc1C` (stereo unspecified) gave POLK inh 14%, Pol beta inh 9%, Pol iota inh 18%, LDHA block 0, Glioma ERSR ind -6%, Anesthetic bind 8%, BLM inh -2%, POLH inh -3% and APE1 inh 0%.
COC(=O)c1[nH]c2cc(OC)ccc2c1NC(=O)CCN1CCCC(C)(C)C1 was read as POLK inh -3%, Pol beta inh 31%, Pol iota inh -13%[58.9 µM], LDHA block -3, Glioma ERSR ind -4%, Anesthetic bind -14%, BLM inh -9%, POLH inh -16% and APE1 inh -2%.

From PubChem BioAssay
